Xi reactivation = X-chromosome reactivation activator; XiGFP mouse fibroblasts, % GFP-positive cells imaging, 3 d; cells co-treated with 5-aza-dC sensitizer; scaled so ellipticine positive control = 100%; activation, % at 7.58 µM; 0.055% of 360,000 active;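 active = mean normalized replicate activation at least 10% and every replicate at or above 10%; inconclusive = only one of the two criteria met; inactive = mean below 10% and not all replicates reach 10%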;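 also: 0% = median of on-plate neutral control wells and 100% = ellipticine 6 µM median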
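Schedule: 3 d treatment, 15 min room-temperature fixation; system: 68-5-11 XiGFP fibroblast line; buffer or medium: DMEM plus 5-aza-dC sensitizer; control set: ellipticine 6 µM positive control; compound: one concentration, pinned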
F508del corr = CFTR F508del correction in bronchial cells | 0.36% of 350,000 active | CFBE cells, YFP halide quenching; stimulated with forskolin plus potentiator P3; % fluorescence drop versus neutral controls | activity (quench increase), % at 7.58 µM;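 active = mean added fluorescence quench of at least 8% versus neutral control, with both replicates also reaching 8%; inconclusive = only one of the mean or replicate conditions met; inactive = mean below 8% and not both replicates reaching 8%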;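 also: cells transiently co-express mutant CFTR-F508del with the halide-sensitive YFP; corrector assay measuring rescue of mutant channel to the surface after 24 h compound exposure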
RAD54 inh = inhibitors of human RAD54 branch migration; RAD54 Holliday junction branch migration, FAM/BHQ fluorescence; inhibition, % at 10.4 µM; 0.14% of 360,000 active; AID 602329;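 active = mean normalized replicate activity at least 40 and at least half of replicates scoring 40 or more; inconclusive = only one of the two criteria met; inactive = mean below 40 and under half of replicates reaching 40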;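 also: 0% = median of neutral control wells and 100% = median of positive control wells; inhibitors cause a drop in the FAM fluorescence signal; in these data hits start at about 50%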
Target sequence (Q92698 whole entry, looked up): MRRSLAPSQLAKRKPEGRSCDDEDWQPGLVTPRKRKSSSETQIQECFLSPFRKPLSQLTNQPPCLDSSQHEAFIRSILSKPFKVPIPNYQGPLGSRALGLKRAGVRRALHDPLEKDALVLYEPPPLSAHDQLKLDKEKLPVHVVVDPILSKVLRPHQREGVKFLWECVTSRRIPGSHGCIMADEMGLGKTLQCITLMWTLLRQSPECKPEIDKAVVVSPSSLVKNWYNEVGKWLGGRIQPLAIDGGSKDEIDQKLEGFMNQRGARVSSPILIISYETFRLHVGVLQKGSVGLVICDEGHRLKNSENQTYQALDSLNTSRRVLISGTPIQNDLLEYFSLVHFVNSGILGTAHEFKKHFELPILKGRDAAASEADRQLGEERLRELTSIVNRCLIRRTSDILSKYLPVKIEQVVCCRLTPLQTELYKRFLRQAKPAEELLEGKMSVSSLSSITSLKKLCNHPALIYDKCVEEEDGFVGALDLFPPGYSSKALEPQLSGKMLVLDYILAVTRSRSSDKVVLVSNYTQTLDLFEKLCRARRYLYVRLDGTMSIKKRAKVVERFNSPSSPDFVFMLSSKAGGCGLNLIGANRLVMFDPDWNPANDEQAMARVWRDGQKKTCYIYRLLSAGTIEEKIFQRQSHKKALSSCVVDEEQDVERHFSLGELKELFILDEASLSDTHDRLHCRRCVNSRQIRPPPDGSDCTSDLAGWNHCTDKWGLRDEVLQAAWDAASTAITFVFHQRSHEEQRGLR
GSIS activator = primary screen for activators of insulin secretion dependent on glucose, INS-1E cells, GLuc reporter luminescence | INS-1E GLuc reporter insulin secretion, 2-3 h | activation, % at 16.6 µM | 0.61% of 370,000 active | AID 743287;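 active = lowest replicate activation of at least 40%, so every replicate reaches that level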;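 also: 0% = median of neutral control wells and 100% = median of IBMX positive control wells; some compounds called inactive have numbers as strong as hits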
RAD52 inh = inhibitors of human RAD52 DNA annealing; inhibition, % at 18.7 µM; 0.46% of 360,000 active; P43351; recombinant RAD52 DNA annealing, FRET fluorescence; AID 651710;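 active = every replicate showing at least 50% inhibition; inconclusive = mean inhibition at least 50% but not in every replicate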
CASP6 VEID inh = blocks human caspase-6 cleavage activity; P55212; purified caspase-6, Z-VEID-R110 cleavage fluorescence; inhibition, % at 12.5 µM; 0.53% of 350,000 active;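 active = mean inhibition across replicates at least about 35%, with every replicate also reaching that limit, limit read from the data; inconclusive = only one of the two criteria met; inactive = neither criterion met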;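 also: 0% = median of neutral control wells and 100% = no fluorescence left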
Target sequence (P55212 24-179 limits assumed): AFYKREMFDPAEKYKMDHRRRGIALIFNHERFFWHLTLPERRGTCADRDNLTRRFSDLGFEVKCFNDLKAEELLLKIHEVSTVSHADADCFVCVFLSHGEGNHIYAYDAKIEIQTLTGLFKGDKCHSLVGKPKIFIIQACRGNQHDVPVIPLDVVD
Target sequence (P55212 194-293 limits assumed): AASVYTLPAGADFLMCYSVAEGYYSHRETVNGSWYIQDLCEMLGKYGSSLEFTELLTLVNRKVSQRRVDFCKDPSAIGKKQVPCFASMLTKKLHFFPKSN
DENV2 CPE rescue = DENV2-induced cell death inhibition | 1.7% of 350,000 active | DENV2-infected cells, cytopathic effect rescue, plate reader | AID 651640 | CPE inhibition, % at 9.99 µM; in the data active = CPE inhibition above about 20%, passing the limit was not always enough; inconclusive = no clear call, values can overlap the other calls; tested in BHK-21 cells;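 also: 0% = median of neutral control wells and 100% = median of positive control wells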
E-selectin induc = induces E-selectin expression in human endothelial cells; P16581; HUVEC E-selectin immunofluorescence imaging; normalized: neutral wells 0, TNF-alpha wells 100; activation, % at 7.58 µM; 0.37% of 260,000 active; AID 686992;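 active = mean E-selectin-positive cell signal at least 10% of the positive control, reached in at least 60% of replicates, without over 20% cell loss; inconclusive = no rule given, readout overlaps actives, possibly toxicity-flagged; inactive = the rest, including those meeting only one limit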;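 also: in these data hits start at about 27%; measured in HUVEC primary endothelial cells; signal is the percent of cells scored E-selectin positive by PE staining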
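Assay system: HUVEC, human umbilical vein endothelial cells / Amount: 3,000 HUVEC/well / Controls: TNF-alpha positive control, DMSO neutral control / Compound dosing: single concentration / Medium: EGM-2 over gelatin coat / Evaluation: percent E-selectin-positive cells / Signal: immunofluorescence imaging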
The depositor's hits bear a star; ? = inconclusive; . = no result given.

SMILES	Xi reactivation	F508del corr	RAD54 inh	GSIS activator	RAD52 inh	CASP6 VEID inh	DENV2 CPE rescue	E-selectin induc
Cc1cccc(C)c1NC(=O)CS(=O)CC(=O)N1CCN(c2ccccc2)CC1 (stereo not given)	0.0	-1.4	-9	-3	-12	-6	-1	.
CC1(c2ccc(NC(=O)c3ccccc3F)cc2)CC1(Cl)Cl (stereo not given)	0.2	-3.8	-5	-10	-21	-1	?	2.3
C[C@@H]1CN([C@H](C)CO)C(=O)c2cc(NC(=O)CCCCCC(=O)Nc3ccccc3N)ccc2O[C@@H](C)CCCCO[C@@H]1CN(C)S(=O)(=O)c1ccc(Cl)cc1	0.1	-1.5	-5	23	-21	-1	4	.
COCCCNC(=O)c1nnn2c1nc(N)c1cc(Cl)ccc12	0.0	0.6	.	9	-1	2	8	0.7
COc1ccc(S(=O)(=O)Nc2ccc3c(c2)C(=O)N([C@H](C)CO)C[C@@H](C)[C@H](CN(C)S(=O)(=O)c2ccc(OC)cc2)OCCCC[C@H](C)O3)cc1	0.4	2.2	-9	-15	.	.	19	-0.2
CCNC(=S)N1CCN=C1Nc1nc(C)cc(C)n1	0.0	-2.8	.	18	-9	1	16	.
CC(C)[C@@H](C(=O)OCC(=O)c1ccc2c(c1)NC(=O)CO2)N1C(=O)c2ccccc2C1=O	0.2	-1.0	.	.	-3	0	-10	0.1
CCC1C=C(c2ccccc2)C=CN=C1N(CC)CC (stereo not given)	-0.1	2.3	-2	-11	-9	0	-7	.
Cc1cccnc1NS(=O)(=O)c1ccccc1	0.2	-1.6	11	-3	0	-1	8	-0.2
C=C1CC2C=C(NC(C)=O)CC(C1)C2 (stereo not given)	.	4.0	.	1	0	-3	-1	.
CCN(CC)C(=O)CSc1nc2c(sc(=S)n2-c2ccccc2)c(=O)n1-c1ccc(OC)cc1OC	0.0	-3.3	-6	.	-1	0	-2	2.0
CCCNC(=O)N1[C@H](CO)[C@H](c2ccccc2-c2ccccc2)[C@@H]1C#N	0.3	-1.5	.	1	-10	0	109*	0.0
CCOc1ccccc1NC(=O)C1CCN(C(=O)Cc2ccccc2)CC1	-0.1	2.9	.	13	-15	-1	6	-0.2
O=C(Nc1ccccc1F)N1C[C@@H]2[C@H](c3ccccc31)[C@H](CO)N2C(=O)Cc1ccccc1	0.2	-0.1	-2	-3	-14	-3	3	-0.1
CCOC(=O)NC(=O)c1cn(Nc2ccccc2)c(=O)[nH]c1=O	-0.1	-1.3	.	2	-1	-1	-2	0.0
C[C@H](CO)N1C[C@H](C)[C@@H](CN(C)C(=O)Nc2ccc(C(F)(F)F)cc2)OCCCC[C@H](C)Oc2ccc(NS(C)(=O)=O)cc2C1=O	-0.8	0.3	2	3	23	0	2	0.2
O=C(C[C@H]1CC[C@@H](NC(=O)c2cccnc2)[C@@H](CO)O1)NCCN1CCCCC1	1.1	1.7	6	17	-2	0	?	-0.2
CC1CC(O)C(C)CN1 (stereo not given)	-0.1	0.4	-3	-14	-27	-1	-2	.
C=CCc1cccc2cc(C(=O)NC3CCCC3)c(=O)oc12	1.6	-0.1	7	6	5	2	-2	.
Cc1ccc([C@H]2C[C@@H](n3cc(C4CC4)nn3)[C@H](O)CN2CC2CCCCC2)cc1	0.2	-0.4	-11	1	-33	2	6	-1.8
O=C(CSc1ncn[nH]1)Nc1nc(-c2cccc([N+](=O)[O-])c2)cs1	-0.1	7.1	10	-35	-5	0	-5	0.0
COc1ccccc1C(=O)NC(C)C(c1cccs1)N1CCOCC1 (stereo not given)	.	2.6	8	11	-14	-1	-4	.
COCc1cc(C)nc(SCC(=O)NCc2ccco2)c1C#N	.	.	-1	-7	-14	0	.	.
O=C(Cn1c(=O)n(CCc2c[nH]c3ccccc23)c(=O)c2cccnc21)Nc1ccccc1F	0.4	-0.7	0	-5	3	0	-9	-0.1
C=CCN1CC(C(=O)N2CCC(Cc3ccc(Cl)cc3)(C(=O)OCC)CC2)CC1=O (stereo not given)	0.0	1.6	10	-21	-16	0	-2	0.3

An excerpt of these results, as comma-separated lines:
mol,Xi reactivation,F508del corr,RAD54 inh,GSIS activator,RAD52 inh,CASP6 VEID inh,DENV2 CPE rescue,E-selectin induc
O=C(C[C@H]1CC[C@@H](NC(=O)c2cccnc2)[C@@H](CO)O1)NCCN1CCCCC1,1.1,1.7,6,17,-2,0,?,-0.2
C=CCN1CC(C(=O)N2CCC(Cc3ccc(Cl)cc3)(C(=O)OCC)CC2)CC1=O (stereo not given),0.0,1.6,10,-21,-16,0,-2,0.3
CC1CC(O)C(C)CN1 (stereo not given),-0.1,0.4,-3,-14,-27,-1,-2,.
O=C(Nc1ccccc1F)N1C[C@@H]2[C@H](c3ccccc31)[C@H](CO)N2C(=O)Cc1ccccc1,0.2,-0.1,-2,-3,-14,-3,3,-0.1

Remaining list, next part
SMILES	Xi reactivation	F508del corr	RAD54 inh	GSIS activator	RAD52 inh	CASP6 VEID inh	DENV2 CPE rescue	E-selectin induc
C[C@H](CO)N1C[C@H](C)[C@@H](CN(C)C)Oc2cc(-c3ccccc3)ccc2S1(=O)=O	-0.8	-3.9	3	7	-1	-3	1	0.1
CCC(=O)N1CC2(CCN(Cc3cccnc3)CC2)c2c(n(C)c3cc(OC)ccc23)[C@H]1CO	0.1	-3.8	.	8	-1	-3	-5	-0.1
CC(C)(Oc1ccc(Cl)cc1)C(=O)Nc1ccc2oc(=O)ccc2c1	-0.1	2.3	4	-10	-22	0	-6	0.3
CC(C)C[C@H]1CNC(=S)N1CC1CCCN1C[C@H](CC(C)C)N1C[C@H](Cc2ccc(O)cc2)N(CC2CCCCC2)C1=S (stereo not given in full)	0.9	-0.3	9	7	-8	-2	5	-1.8
O=C(COc1ccccc1Br)c1ccc(O)cc1O	.	-1.8	9	-12	-1	5	-6	.
CNC[C@@H]1OCCCC[C@@H](C)Oc2ccc(NC(=O)NC(C)C)cc2C(=O)N([C@H](C)CO)C[C@H]1C	0.0	0.9	0	3	-211	-2	-3	-0.1
CC(C)CCSc1cc(NCCO)c([N+](=O)[O-])c2nonc12	-0.1	2.2	0	0	-48	-5	-6	-0.1
CCOC(=O)c1ccc(CNC(=O)c2cc(COc3ccccc3SC)on2)o1	0.2	-1.2	-2	-3	-14	3	2	.
COc1cc(OC)cc(C(=O)NC(=S)NCc2ccco2)c1	.	1.7	.	-31	6	3	8	.
CC(=O)N(C)C[C@H]1Oc2cc(C3=CCCC3)ccc2S(=O)(=O)N([C@@H](C)CO)C[C@@H]1C	0.2	1.4	1	26	9	2	0	0.0
C[C@H](CO)N1C[C@H](C)[C@H](CN(C)C(=O)C2CC2)Oc2cc(C3=CCCCC3)ccc2S1(=O)=O	-0.8	-4.9	1	-7	6	3	1	-0.5
O=C(C[C@@H]1CC[C@H]2[C@@H](COC[C@H](O)CN2S(=O)(=O)c2ccccc2)O1)NCC1CCCCC1	0.0	-0.9	-5	2	53*	-1	7	-0.2
CN(CC(=O)Nc1c(Cl)cccc1Cl)C(=O)c1cc(-c2cccs2)nn1-c1ccccc1	-0.1	-0.3	7	-2	-19	5	-5	1.1
CCN(C[C@@H]1N[C@@H](CO)[C@H]1c1ccc(-c2ccc(F)cc2)cc1)C(=O)CN(C)C	0.4	-3.6	17	12	37	0	-1	-0.1
CCOc1cc(/C=N/NC(=O)c2ccc(NC(=O)C3CC3)cc2)ccc1O	-0.1	1.1	-7	22	-3	2	-2	0.3
CCc1ccc(CN(C)C(=O)c2cc(COc3cccc(C(F)(F)F)c3)on2)nc1	0.0	0.2	-3	-51	-14	6	15	-0.9
CS(=O)(=O)c1ccc(C(=O)Nc2ccc(N3CCOCC3)cc2)c(Cl)c1	0.1	0.4	6	19	-4	2	12	.
COc1ccccc1C(=O)Nc1cc(C)on1	0.0	-7.7	-3	-1	-2	-13	7	.
C[C@@H]1CCCCO[C@H](CN(C)S(=O)(=O)c2ccc(F)cc2)[C@@H](C)CN([C@H](C)CO)C(=O)c2cc(NC(=O)Nc3ccc(F)cc3)ccc2O1	0.0	-2.7	-16	-20	.	.	7	-0.2
CC(=O)N1CC2(C1)[C@H](c1ccc(-c3ccccc3C)cc1)[C@@H](CO)N2C(=O)CC1CC1	0.0	3.1	.	-8	-34	1	-6	-0.2
CCn1cc(/C=C(\NC(=O)c2cc(OC)c(OC)c(OC)c2)C(=O)NCCN2CCOCC2)c2ccccc21	0.1	0.7	.	8	-31	3	2	-0.1
Cc1cc(C)c2[nH]c(=O)c(CN(Cc3ccc4c(c3)OCO4)Cc3nnnn3C3CCCC3)cc2c1	.	.	1	1	-9	1	6	.
CCS(=O)(=O)NCC[C@@H]1CC[C@@H](NC(=O)Nc2ccccc2)[C@H](CO)O1	2.7	3.2	0	-7	-6	-8	.	-0.4
CS(=O)Cc1cc(Sc2ccccc2)nc(-c2cccnc2)n1 (stereo not given)	1.3	2.2	8	20	-6	.	8	.
CSCc1ccc(C(=O)NCC(c2cccs2)N2CCOCC2)cc1 (stereo not given)	0.0	-2.5	.	6	4	-66	-4	.
(continued)
SMILES	Xi reactivation	F508del corr	RAD54 inh	GSIS activator	RAD52 inh	CASP6 VEID inh	DENV2 CPE rescue	E-selectin induc
CCOc1ccc(N(C(C)C(=O)Nc2cccnc2)S(C)(=O)=O)cc1 (stereo not given)	0.1	-4.0	5	11	-9	-1	-3	.
CNC(=O)C1(C)C=CC2(CCCCC2)N1C(=O)OC (stereo not given)	0.2	3.9	3	-2	-4	0	22*	0.0
Cc1c(C(=O)OCC(=O)N2CCC(C)CC2)oc2ccccc12	0.0	0.5	10	-36	1	2	8	-1.0
O=C(N=Nc1c(O)n(Cc2ccccc2)c2ccccc12)c1ccncc1	0.7	3.5	7	6	-1	5	2	-0.7
C[C@@H]1CCCCO[C@@H](CN(C)Cc2ccncc2)[C@@H](C)CN([C@H](C)CO)C(=O)c2cc(NC(=O)CCCCCC(=O)Nc3ccccc3N)ccc2O1	-0.1	-0.9	.	25	1	0	-4	-0.1
COc1ccc(-c2nc3ccccc3s2)cc1NC(C)=O	-0.1	0.7	-3	-5	-6	-2	2	12
O=C(O)c1ccc(C2(c3ccc(C(=O)O)cc3)OC(=O)c3ccccc32)cc1	0.0	-1.8	-6	11	-5	-1	2	.
O=C(c1ccc([N+](=O)[O-])c(CS(=O)(=O)c2ccc(Cl)cc2)c1)N1CCCCC1	0.0	-1.1	5	-7	-2	.	-3	.
Cc1c(Cl)cccc1NC(=O)CCN1C(=O)C2CC=CCC2C1=O (stereo not given)	-0.1	2.7	7	1	-18	-2	-4	0.0
CCc1sc(N2[C@@H](C#N)[C@@H](c3ccccc3-c3ccccc3)[C@@H]2CO)nc1C	0.0	2.1	.	10	-14	2	-12	-0.1
O=C1CCC(C(=O)N2CCSCC2)CN1Cc1ccc(Cl)cc1 (stereo not given)	0.2	2.5	-4	11	-10	2	-2	.

Screening results deposited in PubChem by Broad Institute.
